Source: PubChem BioAssay (National Center for Advancing Translational Sciences (NCATS))
EPAC2 agonist = activates human EPAC2 exchange factor; Q8WZA2; EPAC2 activation, biochemical qHTS; response scale: 100% = 6.5 mM cAMP response; Potency, µM (top dose mostly 154 µM), for the others: at the highest dose activation, most hits filed as activators; hit rate 0.079% among 360,000; also: potency is read from the fitted curve at half-maximal effect; nearly all actives have a fitted effect of over 50% in size
Target sequence (Q8WZA2 whole entry, looked up): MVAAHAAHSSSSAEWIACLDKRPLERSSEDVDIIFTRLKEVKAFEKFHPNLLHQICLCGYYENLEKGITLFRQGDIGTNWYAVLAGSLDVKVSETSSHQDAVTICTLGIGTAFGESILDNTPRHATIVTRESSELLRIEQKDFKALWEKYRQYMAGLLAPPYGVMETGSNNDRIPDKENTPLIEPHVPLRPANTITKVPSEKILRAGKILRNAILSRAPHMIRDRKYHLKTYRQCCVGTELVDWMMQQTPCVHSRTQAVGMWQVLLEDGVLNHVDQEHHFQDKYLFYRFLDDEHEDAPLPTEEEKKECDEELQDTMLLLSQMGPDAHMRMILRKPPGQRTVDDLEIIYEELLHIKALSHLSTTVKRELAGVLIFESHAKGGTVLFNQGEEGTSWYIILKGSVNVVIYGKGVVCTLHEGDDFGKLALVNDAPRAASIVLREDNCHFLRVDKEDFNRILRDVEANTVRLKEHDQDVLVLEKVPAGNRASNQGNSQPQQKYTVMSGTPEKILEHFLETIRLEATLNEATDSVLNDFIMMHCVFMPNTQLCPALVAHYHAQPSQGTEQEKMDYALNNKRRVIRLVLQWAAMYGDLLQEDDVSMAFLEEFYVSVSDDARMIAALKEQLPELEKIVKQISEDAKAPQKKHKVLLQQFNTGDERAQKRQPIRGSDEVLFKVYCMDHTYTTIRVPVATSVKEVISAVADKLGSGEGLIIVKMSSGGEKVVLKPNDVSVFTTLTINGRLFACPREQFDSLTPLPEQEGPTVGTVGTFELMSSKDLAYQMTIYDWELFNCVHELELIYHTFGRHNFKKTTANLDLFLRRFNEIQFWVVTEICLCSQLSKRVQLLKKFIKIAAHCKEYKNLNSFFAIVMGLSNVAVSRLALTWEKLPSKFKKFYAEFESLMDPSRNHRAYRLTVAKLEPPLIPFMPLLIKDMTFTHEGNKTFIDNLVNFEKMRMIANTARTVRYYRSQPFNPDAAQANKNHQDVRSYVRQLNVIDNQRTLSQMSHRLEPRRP
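Exchange assay: 100 nM EPAC2 with 250 nM Rap1B-BODIPY-GDP and 50 uM GDP. Fluorescence (ex 480/em 540 nm) read every 5 min for 30 min at room temperature. Data normalized to 6.5 mM cAMP as agonist control.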
D3 antag = blocks the human D3 dopamine receptor; AID 652054; D3R cells, DiscoveRx beta-arrestin luminescence, antagonist mode; stronger effect = lower value; hit rate 2.5% among 360,000; max response, negative = inhibition, %; in the data active = max response below about -50%; inconclusive = no clear call, values can overlap the other calls; also: % is scaled to controls: 0 for no effect and ±100 for the full control effect; mostly tested at two doses, the higher about 12 µM
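Cells expressing the human receptor were seeded at 1500 cells/well, incubated overnight at 37 degrees C in 5% CO2, then exposed to library compounds with dopamine controls for 90 minutes at 37 degrees C before luminescent detection.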
aSyn rescue = inhibitors of alpha-synuclein toxicity in yeast; Yeast expressing alpha-synuclein, growth rescue, BacTiter-Glo, 24 h; AID 652106; Potency, µM (titrated, usually from 46.1 µM), for the others: top-dose growth rescue (activation), hits mostly activators; hit rate 0.14% among 370,000; also: potency is read from the fitted curve at half-maximal effect; % of control where 0% means no effect; nearly all actives have a fitted effect of over 65% in size
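Galactose-induced alpha-syn yeast (OD600=0.02, raffinose-pregrown) + pinned cpd, 24 hr, 30 deg C; growth by BacTiter-Glo luminescence. Growth restoration scores as activation.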
Abeta yeast res = compounds reversing amyloid beta toxicity in yeast. yeast expressing A-beta42, growth rescue, OD600, 48 h; response scale: 0% DMSO, 100% iron-clioquinol control. Potency, µM (doses to about 46.1 µM), without a hit: at the highest dose growth rescue, actives largely listed as activators. hit rate 0.063% among 410,000; also: potency is read from the fitted curve at half-maximal effect; nearly all actives have a fitted effect of over 55% in size
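Yeast growth medium received pinned compounds, then yeast cells expressing toxic A-beta were added; plates incubated at 30 C for 48 hr. Growth read as absorbance at 600 nm, normalized to DMSO and equimolar FeCl3 plus clioquinol controls.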
EPAC2 antagonist = EPAC2 (human) antagonism; Q8WZA2; EPAC2 GEF exchange of Rap1B-BODIPY-GDP, fluorescence; Potency, µM (titrated, usually from 114 µM), for inactives: at the top dose activity, negative = inhibition, hits mostly inhibitors; hit rate 0.18% among 360,000; also: potency is read from the fitted curve at half-maximal effect; % is scaled to controls: 0 for no effect and ±100 for the full control effect; nearly all actives have a fitted effect of over 45% in size; many of its hits are not listed in these tables
DRD3 agonist = activates the human D3 dopamine receptor | hit rate 0.58% among 410,000 | max activation, % | AID 652048 | D3R DiscoveRx beta-arrestin cells, luminescence, 90 min; in the data active = max activation above about 30%; also: 0% is about no effect; mostly tested at two doses, the higher about 12 µM
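Agonist-mode cell screen: cells plated at 1500/well and incubated overnight at 37 °C, then exposed to library compounds for 90 min at 37 °C. Detection reagent was added for 30–60 min at room temperature, and luminescence was read.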
TDP-43 yeast inh = TDP-43 toxicity inhibition in yeast | TDP-43 expressing yeast growth rescue, BacTiter-Glo, 24 h | Potency, µM (doses to about 46.1 µM), inactives show at the top dose growth rescue (activation), usual class: activators | hit rate 1.8% among 410,000; also: potency is read from the fitted curve at half-maximal effect; % of control where 0% means no effect; nearly all actives have a fitted effect of over 50% in size
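Yeast cells expressing TDP-43 under galactose induction are exposed to compounds for 24 hr at 30 deg C. BacTiter-Glo luminescence measures growth, so protective compounds score as activators.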
FUS suppressor = FUS proteinopathy suppression in yeast; S. cerevisiae FUS-expressing, growth rescue, OD600, 24 h; Potency, µM (series often up to 76.6 µM), for inactives: at the top dose growth rescue (activation), usual class: activators; hit rate 0.24% among 390,000; AID 1347120;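 also: potency is read from the fitted curve at half-maximal effect; plate controls were DMSO vehicle for no effect and reference control for full effect; nearly all actives have a fitted effect of over 55% in size; some results filed as inactive show a strong effect at the top dose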
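Yeast FUS proteinopathy model; galactose-induced FUS (2%), starting OD 0.005. Cpds in dilution series, 24hr, 30C, 99% humidity. Abs 600 nm growth. Pos ctrl CP55940 (top 92uM final); neg ctrl DMSO.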
The depositor's hits bear a star; ? = inconclusive; · = not tested or not shown; [ ] = remark or other dose. Unless noted, calls follow the shape of the dose curve; as a rule, active = well fitted curve in the direction sought with a large enough effect; inconclusive = small, poorly fitted or top-dose-only effect, or another doubt; inactive = no such curve, though single readings can be large; an effect the other way counts as inactive or inconclusive. A portion of the library; rates above refer to the full screens.

SMILES	EPAC2 agonist	D3 antag	aSyn rescue	Abeta yeast res	EPAC2 antagonist	DRD3 agonist	TDP-43 yeast inh	FUS suppressor
Cc1nn(-c2ccccc2)c2c1C1(C(=O)Nc3ccccc31)N1C(=N2)Sc2ccccc21 (stereo unspecified)	6%	-8	7%	9%	-1%	-7	20%	-18%
C[C@H](O)[C@@H]1CN2CCc3c([nH]c4ccccc34)[C@@H]2C[C@@H]1N(C)C(=O)NC1CCCCC1	18%	-58*	-2%	-18%	3%	-15	17%	1%
O=C(CCNC(=O)Cn1ccc2ccccc2c1=O)NCCN1CCN(c2cccc(Cl)c2)CC1	-6%	-61*	3%	11%	-2%	3	-11%	12%
CCOC(=O)C(=CNc1cc(C)ccc1C)C(=O)OCC	-5%	113	2%	-16%	-6%	19	26%	·
Cc1cc(-c2cccs2)c(C#N)c(=S)[nH]1	10%	-27	-6%	0%	-1%	-7	15%	-11%
COc1ccc(C(=O)C[C@@H]2OC[C@H](C(C)C)N2S(=O)(=O)c2ccc(C)cc2)cc1OC	13%	8	6%	-7%	-9%	2	23%	?
CC1CCN(CC(=O)Nc2ccc(S(=O)(=O)N3CCC(C)CC3)cc2)CC1	18%	-12	-1%	-22%	8%	2	-24%	42%
c1ccc(-n2c(SCC3CCCCO3)nnc2-c2cnccn2)cc1 (stereo unspecified)	-1%	-12	4%	-8%	0%	-2	11%	4%
Cc1nn(Cc2ccc(C(=O)NC3CCCCC3)o2)c(C)c1Br	4%	4	-16%	3%	-9%	-5	14%	13%
COc1cccc(C2/C(=C(\O)c3ccc4c(c3)OCCO4)C(=O)C(=O)N2CCCN2CCOCC2)c1OC (stereo unspecified)	-7%	5	-1%	-5%	3%	4	9%	5%

Shown as labelled records: part of the list above.
c1ccc(-n2c(SCC3CCCCO3)nnc2-c2cnccn2)cc1 (stereo unspecified)
  EPAC2 agonist: -1%; D3 antag: -12; aSyn rescue: 4%; Abeta yeast res: -8%; EPAC2 antagonist: 0%; DRD3 agonist: -2; TDP-43 yeast inh: 11%; FUS suppressor: 4%
Cc1nn(Cc2ccc(C(=O)NC3CCCCC3)o2)c(C)c1Br
  EPAC2 agonist: 4%; D3 antag: 4; aSyn rescue: -16%; Abeta yeast res: 3%; EPAC2 antagonist: -9%; DRD3 agonist: -5; TDP-43 yeast inh: 14%; FUS suppressor: 13%

Later entries.
SMILES	EPAC2 agonist	D3 antag	aSyn rescue	Abeta yeast res	EPAC2 antagonist	DRD3 agonist	TDP-43 yeast inh	FUS suppressor
CSc1ccc(CCNC(=O)c2cnn(-c3ccccc3)c2-n2cccc2)cc1	·	·	·	-18%	·	-4	-6%	-12%
COc1ccc2c(c1)-c1c(sn(-c3ccc(OC)c(OC)c3)c1=S)C(C)(C)N2	1%	-59*	26%	-23%	-10%	-3	-3%	45%
Cc1cc2c(c(=O)n1CC1CCCO1)C(c1ccc3c(c1)OCO3)C(C#N)=C(N)O2 (stereo unspecified)	-2%	12	-10%	20%	8%	5	10%	-8%
Oc1c(Br)cc(Br)cc1CNn1cnnc1	1%	-18	-5%	-10%	4%	-12	-14%	-8%
Cc1nnc(SCC(=O)NNC(=O)c2ccc(Cl)cc2)s1	14%	-2	-1%	-4%	-10%	-3	15%	2%
CCN(CC)CCNC(=O)c1ccc(NC(=O)c2ccc(COc3ccccc3)cc2)cc1	-2%	-4	4%	1%	0%	2	-5%	21%
CCN(CC)CCn1c(NCc2cccc(OC)c2OC)nc2ccccc21	-2%	-30	-1%	-3%	-6%	-18	-5%	7%
CSCCC(NS(=O)(=O)c1ccc(C)c(C(=O)O)c1)C(=O)O (stereo unspecified)	-1%	-9	0%	-2%	7%	-6	·	11%
COC(=O)[C@@]12C[C@@H](CC(=O)NCc3ccc(C)o3)C(=O)N(Cc3ccco3)C1=CCC(C)(C)C2	7%	-3	8%	-4%	-5%	-4	4%	32%
CC(CCC(C)C(C)(C)C)[C@@H]1CC[C@H]2C3C[C@H](OS(O)(=S)=S)[C@H]4C[C@H](OS(O)(=S)=S)[C@@H](OS(O)(=S)=S)C[C@]4(C)[C@H]3CC[C@]12C (stereo partly specified) (tested in a mixture with another compound)	25%	-83*	-32%[inhibitor]	-75%[inhibitor]	20µM*	-10	-71%[inhibitor]	33%
CCOC(=O)[C@]12CCCC=C1N(CCC1=CCCCC1)C(=O)[C@H](CC(=O)N1CCCC1)C2	0%	?	-4%	-6%	8%	-20	6%	?
C=CCn1c(SCc2nc3sc(C(=O)O)c(C)c3c(=O)[nH]2)nnc1-c1ccc(C(C)(C)C)cc1	-1%	-13	2%	-27%	22%	-17	-30%[inhibitor]	?
COc1cccc(NC(=O)CN(C)S(=O)(=O)/C=C/c2ccccc2)c1	8%	-4	4%	?	-4%	2	24%	24%
CC(OC(=O)c1cc(-c2cccnc2)nc2ccccc12)C(=O)Nc1ccc2ccccc2c1 (stereo unspecified)	19%	19	9%	-6%	-8%	-17	-7%	5.6µM*
CCN(CC)CCCNC(=O)Cn1cnc2ccc(S(=O)(=O)N3CCC(C)CC3)cc2c1=O	13%	-14	-4%	-8%	1%	4	0%	6%
O=[N+]([O-])c1cccc(S(=O)(=O)N2CCCCC2)c1	0%	-3	1%	4%	0%	-3	?	-21%
COc1cccc(S(=O)(=O)N(C)C[C@H]2OCc3cnnn3CCCC(=O)N([C@H](C)CO)C[C@@H]2C)c1	-1%	36	4%	7%	-3%	7	20%	-23%
Cc1ccc(C)c(N2CCN(C(=O)c3ccc4c(=O)n5c(nc4c3)CCCCC5)CC2)c1	3%	?	2%	4%	?	-11	1%	16%
CSc1ccc(C(=O)NC2CCSc3ccccc32)cc1 (stereo unspecified)	8%	-20	1%	-10%	2%	-19	-24%	23%
Cc1cc(/C=c2\sc3nc4ccccc4n3c2=O)c(C)n1-c1ccc(C(=O)O)cc1	11%	0	0%	-40%[inhibitor]	-11%	4	-16%	-2%
COc1cc(F)c(C2=CC(=O)C[C@H](c3ccc4c(c3)OCO4)C2)cc1F	0%	0	-2%	5%	12%	0	13µM*	-14%
CC(=O)N1CCc2c(sc3c2c(=O)n(Cc2ccccc2)c(=O)n3Cc2cccc(Cl)c2)C1	·	·	·	-15%	·	8	8%	10%
CCCc1cc(C(=O)NCc2ccccc2)no1	0%	12	4%	-3%	9%	0	19%	-2%
COc1ccc(NC(=O)CN2CCN(S(=O)(=O)N3CCCCCC3)CC2)cc1	1%	7	3%	11%	-4%	6	14%	13%
CCc1csc(CNC(=O)C2CCC(=O)N(Cc3cccc(F)c3)C2)n1 (stereo unspecified)	6%	-3	5%	-13%	9%	2	15%	10%
COC(=O)c1ccccc1Nc1ccnc(Cl)n1	8%	-25	11%	-24%	0%	3	-12%	6%
Cn1c(N)c(C(=O)Nc2ccccc2)c(=O)[nH]c1=O	6%	1	1%	-1%	2%	36*	-9%	-25%
Cc1ccc(C(=O)N2CCN(C(=O)CN3CCCC3)C2)cc1	-2%	0	-1%	8%	-4%[57.1 µM]	-9	-10%	8%
COc1ccccc1CN1CCNC(=O)C1CC(=O)N(C)CC1CCOCC1 (stereo unspecified)	2%	-1	1%	-1%	-5%	3	7%	-7%
COc1cccc(CN2CC(C(=O)NCCOc3cccnc3)CCC2=O)c1 (stereo unspecified)	5%	-8	-6%	2%	1%	3	5%	-15%
COC(=O)c1cccc(NC(=O)CN(c2ccc3c(c2)OCO3)S(C)(=O)=O)c1C	1%	0	3%	-5%	5%	-10	10%	·
CCc1ccc(-n2c(N3CCN(c4cccc(C)c4C)CC3)nc3ccccc3c2=O)cc1	·	·	·	10%	·	6	13%	21%
CC(C)NC(=S)N/N=C/c1cccnc1	9%	4	0%	-1%	2%	6	-3%	-5%
c1ccc2c(c1)ccc1ncccc12	9%	-2	-1%	-13%	1%	10	21%	1%
Cc1ccc2nc(SCc3ccc([N+](=O)[O-])cc3)[nH]c2c1	4%	-19	1%	-65%[inhibitor]	0%	10	-17%	21%
COc1cc(CNCCN2CCOCC2)ccc1OCc1cccc(Cl)c1	9%	3	1%	0%	-1%	-7	2%	-5%
O=C(c1ccc2c(=O)n(Cc3ccco3)c(=S)[nH]c2c1)N1CCN(c2ccccc2)CC1	10%	-50*	-1%	4%	-4%	-1	-6%	18%
Cc1nnc(N/N=C/c2cccs2)[nH]c1=O	6%	8	3%	2%	8%	2	6%	-25%
CC(C)(C)c1ccc(/C=N/NC(=O)c2ccccn2)cc1	-17%	-21	-5%	-4%	0%	-10	12%	2%
CCn1c(SCC(=O)N2CCN(c3ccc(F)cc3)CC2)nc2ccccc2c1=O	8%	24	-2%	-21%	-18%[57.1 µM]	-3	-15%	-4%
CCOc1ccc(-n2c(SCC(=O)Nc3ccc4c(c3)OCCO4)nc3c(c2=O)SCC3)cc1	7%	13	-2%	-6%	-4%	0	0%	15%
O=C(CSc1ccc(Cl)cc1)Nc1ccccc1N1CCN(C(=O)c2ccc(Cl)cc2)CC1	7%	-16	4%	22%	2%	1	16%	18%
C#CCOCCOCCOCCNc1nc(N2CCN(C(=O)[C@H](CCCCN)n3cc(CN)nn3)CC2)nc(N2CCN(C(=O)[C@H](CC(N)=O)n3cc(C(N)[C@H](C)CC)nn3)CC2)n1 (stereo partly specified)	5%	2	-2%	-21%	2%	-5	10%	-15%
Cc1ccc(-n2c(=O)[nH]c3sc4c(c3c2=O)CCNC4)cc1C	·	·	·	7%	·	-13	20%	0%
CCOC(=O)C1=C(C)Nc2ccccc2N=C1NC(=O)Cc1ccc(OC)cc1	2%	15	2%	11%	-1%	3	14%	·
O=C(Nc1ccccc1)O/N=C/c1ccc(F)cc1	4%	-22	-13%	-28%	-8%	-4	10µM*	-15%
Cc1cccc(OCCCN2CCOCC2)c1C	8%	4	-1%	9%	10%	-14	9%	-5%
CCn1c(CCCCc2n[nH]c(=S)n2CC)n[nH]c1=S	19%	-24	-1%	-9%	7%	-4	7%	-4%
CCn1nnc(NC(=O)c2ccc(C(C)(C)C)cc2)n1	-2%	19	3%	9%	8%	8	28%	-2%
CCc1c(C)nc2ncnn2c1NCCc1ccc(Cl)cc1	-9%	8	-13%	-1%	-13%	9	17%	-3%
COc1ccc(NS(=O)(=O)c2ccc(N3CCOCC3)c(NC(=O)C(C)C)c2)cc1	9%	-7	-2%	3%	-6%	-3	-3%	17%
